TRPML3 agonist: agonists of human TRPML3 channel; activation, % at 3 µM; Q8TDD5; 220,000 compounds, 0.29% hits; HEK293 TRPML3-YFP, Fluo-8 calcium fluorescence; 100% = the carbachol control signal;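 active = activation above its plate's cutoff, the mean activation of the plate's test wells plus 3 SD, cut at about 12% in these data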;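 also: 0% = DMSO only wells and 100% = carbachol wells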
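Material: HEK293 cells stably carrying human TRPML3-YFP; compound dosing: single dose, 3 µM final nominal compound, 0.3% DMSO final; incubation: 1-h 37 °C dye load, 5-s basal, 120-s post-compound reads; technique: Fluo-8 intracellular calcium fluorescence, excitation 470-495 nm, emission 515-575 nm; read-out basis: percent activation from peak-to-basal fluorescence ratio, scaled between DMSO and carbachol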
S1P4 antag: antagonists of human S1P4 receptor; inhibition, % at 4.98 µM; S1P4-expressing cells, antagonist mode, reporter read-out; O95977; AID 1510; 220,000 compounds, 0.26% hits; in the data active = inhibition above about 29%;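 also: 0% = wells stimulated with agonist and 100% = vehicle wells without agonist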
CHOP inhibitor: CHOP inhibition in unfolded protein response | CHO-K1 CHOP-promoter luciferase, tunicamycin-induced, 15-18 h | inhibition, % at 10 µM | 220,000 compounds, 3.8% hits | AID 2732;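 active = compounds that reduced the stress-induced luciferase reporter signal by more than about 70% of percent inhibition, limit read from the data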;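 also: 0% = tunicamycin plus vehicle and 100% = wells without tunicamycin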
NPY-Y2 PAM-ag: potentiates or activates human NPY-Y2 receptor; 220,000 compounds, 0.45% hits; activation, % at 3.6 µM; P49146; AID 1359; cells expressing NPY-Y2, potentiator/agonist read-out; in the data active = activation above about 27%;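 also: cells stimulated with NPY near EC25 plus isoproterenol at EC100; 0% = vehicle plus submaximal agonist and 100% = vehicle plus saturating agonist; some results beyond the cut were filed as inactive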
NPY-Y1 antag: NPY-Y1 (human) receptor antagonism | HEK293-CNG Y1 cells, membrane potential fluorescence; NPY at EC95, then isoproterenol | 200,000 compounds, 1% hits | P25929 | inhibition, % at 3.6 µM;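 active = inhibition above the campaign mean inhibition of all tested compounds plus 3 SD, cut at about 20% in these data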;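 also: 0% = DMSO wells given NPY plus isoproterenol and 100% = isoproterenol alone without NPY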
Target sequence (P25929 whole entry, looked up): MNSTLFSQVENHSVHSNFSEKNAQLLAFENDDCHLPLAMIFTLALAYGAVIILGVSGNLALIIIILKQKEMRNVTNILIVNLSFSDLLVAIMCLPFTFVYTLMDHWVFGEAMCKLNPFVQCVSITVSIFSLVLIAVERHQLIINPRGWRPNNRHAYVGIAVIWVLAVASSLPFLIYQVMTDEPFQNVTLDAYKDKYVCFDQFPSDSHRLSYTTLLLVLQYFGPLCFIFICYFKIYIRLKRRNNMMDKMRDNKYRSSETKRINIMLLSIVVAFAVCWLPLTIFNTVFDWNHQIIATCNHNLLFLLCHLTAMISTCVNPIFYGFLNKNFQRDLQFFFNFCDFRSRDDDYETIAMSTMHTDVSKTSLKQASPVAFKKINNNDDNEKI
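Benchmarks – high control isoproterenol alone, low control NPY with isoproterenol · Material – HEK293 Y1/CNG channel cell line · Times – dye 3 h, compound 60 min room temperature, stimulation 45 min · Probe or stimulus – NPY (25 nM), isoproterenol (1 µM), Ro 20-1724 (25 µM) · Evaluation – % inhibition of NPY effect · Signal – fluorescence, membrane potential probe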
NPY1 pot ag: human NPY-Y1 potentiation or agonism, primary screen | P25929 | NPY-Y1 expressing cells, potentiator/agonist activation | activation, % at 3.6 µM | 220,000 compounds, 0.37% hits; in the data active = activation above about 33%, passing the limit was not always enough;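 also: cells stimulated with NPY at EC10 then isoproterenol at EC100; 0% = low agonist plus stimulus and 100% = saturating agonist plus stimulus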
S1P4 agonist: agonists of human S1P4 receptor. S1P4-expressing cell line, agonist reporter assay. activation, % at 4.98 µM. 220,000 compounds, 0.35% hits. AID 1509; in the data active = activation above about 11%;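 also: 0% = DMSO vehicle and 100% = reference agonist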
EP2 modulator: modulates human prostaglandin E2 receptor EP2 signaling. induction, % at 25 µM. AID 940. P43116. 260,000 compounds, 0.83% hits. EP2-expressing cells, cAMP HTRF FRET, PGE2 co-stimulation;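 active = compounds whose cAMP rise, as percent of the full-agonist control response, exceeds 60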;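 also: rat C6 glioma line stably carrying human EP2 under a CMV promoter; the protocol text gives 20 µM as final concentration; 100% = response of wells given 1 µM PGE2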
Target sequence (P43116 whole entry, looked up): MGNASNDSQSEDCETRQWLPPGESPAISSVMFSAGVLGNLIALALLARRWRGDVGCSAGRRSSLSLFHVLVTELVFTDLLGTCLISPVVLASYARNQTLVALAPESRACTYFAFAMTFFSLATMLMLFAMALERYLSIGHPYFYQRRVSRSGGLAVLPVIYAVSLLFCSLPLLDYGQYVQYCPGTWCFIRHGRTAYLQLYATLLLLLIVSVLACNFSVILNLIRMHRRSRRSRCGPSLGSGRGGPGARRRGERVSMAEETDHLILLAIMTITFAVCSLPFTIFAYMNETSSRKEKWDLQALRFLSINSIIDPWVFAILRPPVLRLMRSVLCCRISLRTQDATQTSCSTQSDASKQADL
zfTRPN1 agonist: agonists of zebrafish TRPN1 channel | activation, % at 3 µM | HEK293 zebrafish TRPN1-YFP, Fluo-8 calcium fluorescence; 100% = response to 87 µM carbachol | 220,000 compounds, 0.18% hits;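 active = activation above its plate's cutoff, the mean activation of test wells on that plate plus 3 SD, cut at about 19% in these data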;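 also: 0% = DMSO alone and 100% = 87 µM carbachol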
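Material: zebrafish TRPN1-YFP in HEK293 cells. Doses: one dose of 3 µM, 0.3% DMSO. Incubation: dye 1 h 37 °C plus 30 min RT. Measured by: intracellular calcium fluorescence with Fluo-8.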
Numbers without * were called inactive; / = not tested or not shown; & = joins results of further samples.

1	CCCC(C)C(=O)OCC(=O)Nc1ccc(Br)cc1 (stereo not given)
2	CC(NC(=O)C(NC(=O)C1CCCN1C(=O)OC(C)(C)C)C(C)C)C(N)=O (stereo not given)
3	Cc1cccc(NC(=O)CSc2nc(C)c(Cc3ccccc3)c(=O)[nH]2)c1C
4	CCn1c(CNc2ccc(Cl)cc2)nnc1SCCN1CCCCC1
5	O=C(N/C(=C\c1cccnc1)c1nc2ccccc2[nH]1)c1cccc(Br)c1
6	CCCS(=O)(=O)N1CCCC(C(=O)NCCN2CCOCC2)C1 (stereo not given)
7	CC1CCN(c2ccc(NC(=S)NC(=O)c3ccco3)cc2)CC1
8	C/C(=N\OCC(=O)Nn1c(C)nc2ccccc2c1=O)c1ccccc1
assay / entry	1	2	3	4	5	6	7	8
TRPML3 agonist	-0.2	1.0	0.9	-0.2	0.1	0.2	0.9	0.7
S1P4 antag	-11	-18	-24	-9	-3	-6	-15	-16
CHOP inhibitor	31	9	-3	18	10	/	15	-9
NPY-Y2 PAM-ag	0	2	-22	4	-5	3	23	-13
NPY-Y1 antag	-10	-1	-5	19	4	-5	4	11
NPY1 pot ag	-4	4	-9	-16	-11	-15	5	-17
S1P4 agonist	1.2	0.1	-0.7	1.1	0.1	2.2	1.8	-1.6
EP2 modulator	-7	13&-11	6	-26	4	/	21	13
zfTRPN1 agonist	0.7	0.7	0.8	-0.9	1.7	-0.6	1.8	-0.1

Sorted by value in CHOP inhibitor (largest number first): some entries from above
nr	Structure	CHOP inhibitor
5	O=C(N/C(=C\c1cccnc1)c1nc2ccccc2[nH]1)c1cccc(Br)c1	10
3	Cc1cccc(NC(=O)CSc2nc(C)c(Cc3ccccc3)c(=O)[nH]2)c1C	-3
8	C/C(=N\OCC(=O)Nn1c(C)nc2ccccc2c1=O)c1ccccc1	-9

Later entries:
9	Cc1ccc(OCC(=O)N/N=C/C=C/c2ccco2)cc1C
10	COc1ccc(CCN2CC(C(=O)O)CC2=O)cc1OC (stereo not given)
11	CC1Cc2ccccc2N1C(=O)COC(=O)c1c2c(nc3ccccc13)CCCCC2 (stereo not given)
12	CCOC(=O)c1cc(-c2cccs2)nc2onc(C)c12
13	C=CCN(CC=C)CCOc1cc(C)ccc1[N+](=O)[O-]
14	O=c1c(C(c2ccccc2)c2c(O)nc3n(c2=O)CCCS3)c(O)nc2n1CCCS2
15	C/C(=N\NC(=O)COc1ccc(C(C)(C)C)cc1)c1cc2ccccc2o1
16	COCCCN(CCCN)Cc1ccco1
assay / entry	9	10	11	12	13	14	15	16
TRPML3 agonist	0.5	0.5	-0.2	0.4	0.1	-0.2	0.6	-0.1
S1P4 antag	-6	-1	-13	3	-5	-16	-12	5
CHOP inhibitor	12	-11	-15	55	2	18	74*	1
NPY-Y2 PAM-ag	-19	-11	-15	-6	-6	-6	3	7
NPY-Y1 antag	6	4	2	1	4	0	3	0
NPY1 pot ag	-7	-1	-11	5	-8	6	-4	9
S1P4 agonist	-2.1	-0.9	-0.1	-1.4	-0.1	-0.7	0.7	0.8
EP2 modulator	-5	-8	2	-11	15	29	20	17
zfTRPN1 agonist	0.6	-0.8	-0.4	0.8	-0.5	-1.3	0.9	0.8

17	Cc1ccc(S(=O)(=O)/N=C(\c2ccc(Cl)cc2)N2CCOCC2)cc1
18	Cc1cc(O)ccc1N/C=C/c1onc(C)c1[N+](=O)[O-]
19	CC(Sc1nc(=O)cc(N)n1CCc1ccccc1)C(=O)NCc1ccccc1 (stereo not given)
20	COc1ccc(-c2cn3ccccc3n2)cc1
21	CCn1c(SCC(=O)NCCc2ccccc2)nnc1-c1ccco1
22	COc1ccc(/C(O)=C2\C(=O)C(=O)N(CCN(C)C)C2c2cccc(OC)c2OC)cc1Cl (stereo not given)
23	CSCC[C@H](NC(=O)Nc1ccc(S(N)(=O)=O)cc1)C(=O)O
24	OC(c1ccccc1)(c1ccccc1)C1CCN(C(=S)NCCc2ccccc2)CC1
assay / entry	17	18	19	20	21	22	23	24
TRPML3 agonist	0.4	0.0	0.4	0.2	0.1	0.9	0.0	0.5
S1P4 antag	-10	4	-30	-3	-3	-13	-13	-4
CHOP inhibitor	-14	-26	14	19	26	/	22	10
NPY-Y2 PAM-ag	2	3	5	-30	3	-22	-16	-32
NPY-Y1 antag	5	-6	2	/	-3	-1	/	-4
NPY1 pot ag	4	10	10	8	12	4	8	15
S1P4 agonist	0.8	1.2	0.9	-0.7	0.9	1.5	1.4	2.1
EP2 modulator	7	28	-1	-15	-5	/	5	5
zfTRPN1 agonist	0.6	-2.4	-1.2	0.3	1.7	2.5	0.2	0.7

25	Cc1n[nH]c(C)c1S(=O)(=O)N1CCCC(C(=O)N2CCN(c3ccc(Cl)cc3)CC2)C1 (stereo not given)
26	O=C(CC1CCCC1)Nc1ccc2c(c1)CCC2
27	COc1cccc(NC(=O)Nc2cccs2)c1
28	CC(NC(=O)C(=S)N1CCN(C)CC1)c1ccccc1 (stereo not given)
29	Cc1ccc(NC2c3ncccc3C(=O)N2Cc2ccco2)c(C)c1 (stereo not given)
30	COC(=O)C1=C(C)NC(C)=C(C(=O)OC)C1C1CC=CCC1 (stereo not given)
31	CN1CCc2c(c3c(n2C)CCN(C)[C@@H]3c2cccnc2)[C@H]1c1cccnc1
32	O=C1CC(c2ccc(F)cc2)CC2=C1C=Nc1ccccc1N2 (stereo not given)
assay / entry	25	26	27	28	29	30	31	32
TRPML3 agonist	0.9	-0.6	0.6	-1.1	-0.5	-1.2	0.2&0.8	0.8
S1P4 antag	-5	8	-2	-5	-1	-13	-9&-12	-3
CHOP inhibitor	33	20	22	-2	-5	26	-14&-9	6
NPY-Y2 PAM-ag	17	5	-8	5	4	-5	-10&6	-11
NPY-Y1 antag	-3	3	1	-2	-2	4	3&5	8
NPY1 pot ag	21	34	-14	-11	6	-13	-3&8	-1
S1P4 agonist	-2.9	-1.3	1.7	1.6	2.2	0.3	1.8&1.1	3.0
EP2 modulator	11	7	-27	-8	22	51	-4&17	-24
zfTRPN1 agonist	2.0	0.3	4.8	-1.8	-1.2	-1.3	-1.1&-0.3	2.0

An excerpt from further up, as a working copy:
31	CN1CCc2c(c3c(n2C)CCN(C)[C@@H]3c2cccnc2)[C@H]1c1cccnc1
32	O=C1CC(c2ccc(F)cc2)CC2=C1C=Nc1ccccc1N2 (stereo not given)
assay / entry	31	32
TRPML3 agonist	0.2&0.8	0.8
S1P4 antag	-9&-12	-3
CHOP inhibitor	-14&-9	6
NPY-Y2 PAM-ag	-10&6	-11
NPY-Y1 antag	3&5	8
NPY1 pot ag	-3&8	-1
S1P4 agonist	1.8&1.1	3.0
EP2 modulator	-4&17	-24
zfTRPN1 agonist	-1.1&-0.3	2.0

Continuation.
33	CSc1ncccc1C(=O)OCC(=O)c1ccc(Br)s1
34	COc1ccc(S(=O)(=O)N2CCCC(C(=O)N3CCOCC3)C2)cc1C (stereo not given)
35	CN(C)c1cc2c(c(N(C)C)c1)C(=O)c1ccccc1C2=O
36	OCC1CCCN(C2CCN(Cc3nc(Cc4cccc(C(F)(F)F)c4)no3)CC2)C1 (stereo not given)
37	Cc1cccc(C)c1NC(=O)CN
38	Cc1ccc(-c2csc(N=C(N)N)n2)cc1
39	CCCC(=O)Nc1nn(CCC)c2nc3ccccc3cc12
40	c1ccc2c(c1)oc1c(NCCCN3CCOCC3)ncnc12
assay / entry	33	34	35	36	37	38	39	40
TRPML3 agonist	0.8	-0.7	-1.9	0.2	0.9	0.2	-1.5	0.8
S1P4 antag	-3	-15	-4	-4	-3	-10	10	0
CHOP inhibitor	-17	25	22	1	-4	-18	46	2
NPY-Y2 PAM-ag	-4	0	21	0	-1	-7	11	4
NPY-Y1 antag	-1	0	-7	1	/	/	6	4
NPY1 pot ag	5	-24	35	-8	20	-4	-9	-2
S1P4 agonist	1.9	2.6	-1.4	1.8	0.0	0.5	-0.1	2.1
EP2 modulator	11	13	34	5	27	-44	16	-50
zfTRPN1 agonist	0.8	0.5	-3.5	1.9	0.0	-1.9	-0.6	0.8

41	O=C(Nc1ccc(N2CCCC2)cc1)c1cccc(F)c1
42	C=CCN1C(=O)N(c2ccc(Cl)cc2)C(=O)C1CC(=O)Nc1ccc(F)cc1 (stereo not given)
43	CCOc1cc(C(=O)OC(C)C(=O)Nc2ncc(Cl)cc2Cl)ccc1OCC(=O)N1CCOCC1 (stereo not given)
44	Cc1noc(C)c1CN(C(=S)NC(C)C)c1ccccc1
45	O=C1C=C(NCCNc2c(F)c(F)c(CO)c(F)c2F)CCC1
46	Cc1cc(C(=O)COC(=O)c2ccc(O)cc2)c(C)n1-c1ccccc1F
47	CCOC(=O)c1c(NC(=O)CSc2nc3c(c(=O)n(C)c(=O)n3C)n2C(C)C)sc(C)c1C
48	Fc1ccc(C2C3=C(Nc4ncnn42)c2ccccc2OC3c2ccncc2)cc1 (stereo not given)
49	COc1ccc(OC)c(N2C(=O)CC(Cc3ccc(C)cc3)C2=O)c1 (stereo not given)
50	CCN(CC)S(=O)(=O)c1ccc(C(=O)N(c2ccc(C)cc2)C2C=CS(=O)(=O)C2)cc1 (stereo not given)
assay / entry	41	42	43	44	45	46	47	48	49	50
TRPML3 agonist	0.5	1.7	0.1	0.0	0.7	-0.4	0.4	1.5	2.8	0.6
S1P4 antag	5	3	-8	-4	-7	-9	-8	-15	-9	-6
CHOP inhibitor	/	5	25	5	19	-5	-10	16	-9	-6
NPY-Y2 PAM-ag	2	16	9	11	-5	2	5	14	1	-3
NPY-Y1 antag	4	-4	4	5	-3	4	-2	1	-3	1
NPY1 pot ag	3	26	-32	0	-13	19	3	5	4	-9
S1P4 agonist	-1.6	-1.4	-1.5	-0.1	1.8	1.7	1.1	0.0	2.5	1.7
EP2 modulator	19	-19	28	0	14	34	26	0	-5	-33
zfTRPN1 agonist	-0.4	1.5	-0.8	1.8	-0.9	-1.2	0.8	2.8	-0.5	1.1
